Screens: PubChem, The Scripps Research Institute Molecular Screening Center
PLCg1 inh – PLC-gamma1 (human) inhibition, primary screen | AID 720700 | purified PLC-gamma1, fluorogenic substrate, fluorescence | inhibition, % at 12.2 µM | P19174 | 370,000 tested, 0.84% active; in the data active = inhibition above about 9.5%
ADAM10 inh – inhibitors of human ADAM10. recombinant ADAM10, EDANS/DABCYL FRET peptide cleavage, 3 h. inhibition, % at 7 µM. 370,000 tested, 0.62% active. O14672. AID 720582;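 active = inhibition above a per-campaign cutoff equal to the mean of compounds falling between control-based bounds plus 3 SD, cut at about 20% in these data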;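 also: 0% = DMSO wells while the 100% control is not disclosed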
Target sequence (O14672 214-748 limits assumed): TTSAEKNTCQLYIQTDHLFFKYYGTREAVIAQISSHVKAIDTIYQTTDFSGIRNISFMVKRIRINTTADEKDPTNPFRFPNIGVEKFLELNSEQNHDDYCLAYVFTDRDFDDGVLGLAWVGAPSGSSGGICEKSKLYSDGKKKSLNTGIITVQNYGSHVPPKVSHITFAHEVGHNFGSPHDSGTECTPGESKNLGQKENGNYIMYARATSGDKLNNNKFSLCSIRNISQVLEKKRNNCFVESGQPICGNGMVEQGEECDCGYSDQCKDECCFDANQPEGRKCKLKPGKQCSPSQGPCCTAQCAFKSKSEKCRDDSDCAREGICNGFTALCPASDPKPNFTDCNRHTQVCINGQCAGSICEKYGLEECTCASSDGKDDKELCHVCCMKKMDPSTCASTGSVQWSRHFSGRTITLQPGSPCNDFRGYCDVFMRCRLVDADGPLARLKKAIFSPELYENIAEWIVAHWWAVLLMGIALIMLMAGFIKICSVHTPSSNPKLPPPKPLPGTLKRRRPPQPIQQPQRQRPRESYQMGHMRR
ASAP1 GAP inh – inhibitors of human ASAP1 ArfGAP activity | Q9ULH1 | ASAP1-stimulated ARF1 GTP hydrolysis, GDP FP detection | inhibition, % at 16.5 µM | 360,000 tested, 0.19% active | AID 624377; in the data active = inhibition above about 25%;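 also: 0% = vehicle with enzyme and substrate and 100% = no enzyme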
KLK7 zymogen act – activates the human kallikrein-7 zymogen; P49862; purified proKLK7, EDANS-DABCYL substrate fluorescence; 100% is mature enzyme control, 0% vehicle; activation, % at 7 µM; 370,000 tested, 0.9% active;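 active = activation above the mean of all tested compounds plus 3 SD, computed per campaign excluding outliers beyond control limits, cut at about 13% in these data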
DDE Tn6 FP inh – inhibitors of Tn6 peptide binding to human fibrin DD(E); AID 720509; inhibition, % at 8.3 µM; Fibrin DD(E) TRITC-Tn6 fluorescence polarization displacement; P02675; 370,000 tested, 0.21% active;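 active = inhibition above a per-campaign cutoff: mean of compounds within control limits plus 3 SD, cut at about 15% in these data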;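 also: 0% = median of all compound wells on the plate and 100% = blocking peptide control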
LEDGF integ inh – blocks HIV-1 LEDGF/p75-dependent DNA integration; TR-FRET IN-LEDGF/p75 DNA integration, Eu/Cy5; inhibition, % at 3.7 µM; 370,000 tested, 0.64% active;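 active = inhibition above the screen-wide mean plus 3 SD, cut at about 13% in these data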;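 also: signal is the Cy5 over europium emission ratio at 671 and 618 nm; 0% = plate median of compound wells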
ADAM17 inh – ADAM17 inhibition, QFRET primary screen; recombinant ADAM17, EDANS/DABCYL FRET peptide cleavage; inhibition, % at 6.95 µM; AID 720648; 370,000 tested, 0.83% active;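 active = inhibition above the mean of compounds lying between control limits plus 3 SD, set per campaign, cut at about 8.5% in these data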;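 also: 0% = DMSO-only wells as the low control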
ARFGAP1 inhibitor – rat ARFGAP1 inhibition; 360,000 tested, 0.26% active; Arfgap1-stimulated ARF1 GTP hydrolysis, GDP FP detection; inhibition, % at 16.5 µM; Q62848;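 active = inhibition above a per-plate limit, mean inhibition of low control wells plus 3 SD, cut at about 25% in these data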;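 also: 0% = DMSO wells with enzyme and 100% = wells lacking Arfgap1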
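Material: rat Arfgap1 catalytic domain, aa 1-136; also added: human ARF1(Δ1-17)-GTP substrate; compound dosing: one concentration, 16.5 µM, DMSO 1.26%; incubation: GTP hydrolysis reaction 2 h at 25 °C; measured by: Tracer-displacement fluorescence polarization with EDTA stop, 620/688 nm; evaluation: % inhibition from polarization; repeats: one replicate per compound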
DDE Tn7 FP inh – DD(E)-Tn7 binding inhibition, primary FP screen; FP displacement of FITC-Tn7 peptide from fibrin DD(E); 0% = median of compound wells per plate; inhibition, % at 8.3 µM; 370,000 tested, 0.13% active;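 active = inhibition above the mean of compounds falling within the control limits plus 3 SD of them, cut at about 14% in these data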;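 also: 0% = plate median of compound wells and 100% = 10 µM Aha-Tn7 peptide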
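Assay system: Fibrin-DD(E) protein isolated from polymerized human fibrin clots; read-out basis: percent inhibition; medium: Tris/NaCl/CaCl2 buffer, pH 7.8; signal: FP measurement; incubation: 10 min plus 3 h, room temperature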
TDP2 absorb – TDP2 (human) inhibition, absorbance primary screen; O95551; recombinant TDP2, T5PNP hydrolysis, p-nitrophenol absorbance 415 nm; inhibition, % at 12.8 µM; 370,000 tested, 0.34% active;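 active = inhibition above the mean of all tested compounds plus 3 SD, set per campaign, cut at about 25% in these data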;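 also: 0% = DMSO with enzyme and 100% = buffer with substrate but no TDP2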
Target sequence (O95551 whole entry, looked up): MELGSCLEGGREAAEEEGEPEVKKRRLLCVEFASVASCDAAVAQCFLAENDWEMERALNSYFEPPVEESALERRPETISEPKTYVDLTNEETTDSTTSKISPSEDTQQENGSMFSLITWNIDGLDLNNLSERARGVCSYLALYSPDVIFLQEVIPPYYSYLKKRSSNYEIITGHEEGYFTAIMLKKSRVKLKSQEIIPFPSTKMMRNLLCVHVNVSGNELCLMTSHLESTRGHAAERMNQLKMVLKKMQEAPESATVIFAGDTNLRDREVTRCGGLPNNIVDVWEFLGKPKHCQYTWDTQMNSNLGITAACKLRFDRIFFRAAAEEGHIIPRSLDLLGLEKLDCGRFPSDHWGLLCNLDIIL
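Assay system: Recombinant human TDP2 | Quantity: 120 nM TDP2 per well | Incubation: 2 h at 37 °C | Signal: Epi absorbance | Evaluation: Percent inhibition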
* marks the source's active call; other numbers are inactive results; i = inactive; & = joins results of further samples.

Start of the data: the first 17 entries (preview)
SMILES	PLCg1 inh	ADAM10 inh	ASAP1 GAP inh	KLK7 zymogen act	DDE Tn6 FP inh	LEDGF integ inh	ADAM17 inh	ARFGAP1 inhibitor	DDE Tn7 FP inh	TDP2 absorb
CCN1C(=O)c2ccccc2S(=O)(=O)c2ccc(C(=O)NC(C)C)cc21	2	4	14	-0.6	-2	3	1	10	-2	-11
COc1ccc(C(=O)COc2ccc3c(C)cc(=O)oc3c2)cc1	-38	-142	-1	-2.0	-2	-2	-66	2	8	-20
CCOC(=O)c1ccccc1NC1OC(=O)c2ccccc21 (configuration not stated)	-2	8	-7	0.0	1	2	-7	4	5	5
CC(C)=CCn1c2ccc(NC(=O)NCc3ccc(F)cc3)cc2c(=O)n1C	-421	i	1	18*	-2	-3	i	-9	3	4
Cc1ccc(NC(=O)COc2ccccc2CNC(C)(C)CC(C)(C)C)cc1	2	1	-2	-0.6	-6	0	-1	9	1	-10
O=C(CNC(=O)C12CC3CC(CC(C3)C1)C2)OCc1cc(=O)n2cc(Br)ccc2n1	-1	-2	-10	0.0	1	1	1	-6	4	15
O=C1C=C(c2cc3ccccc3s2)C[C@@H](c2ccc(F)cc2)C1	-1	0	2	-0.5	-6	-1	-2	-2	-4	9
Cc1ccc(O)c(N=Cc2cccs2)c1	-6	2	4	0.0	3	1	1	-13	11	-4
O=S(=O)(Nc1ccc(-c2cn3ccsc3n2)cc1)c1ccc2c(c1)OCCO2	1	-16	4	0.1	-8	2	1	-9	-2	10
CCOC(=O)CSc1nc(C2CC2)nc2ccccc12	-1	4	-1	0.3	2	-4	1	-2	0	-8
COc1ccccc1Oc1ccc(N/C=C2/CCCC2=O)cc1	-5	0	-4	-0.6	0	-3	0	5	-2	-1
O=C(/C=C/c1ccccc1Cl)NCCc1ccc(F)cc1	-1	-2	-12	0.2	3	-2	0	3	6	-17
CC12CC3(C)CC(C)(C1)CC(C(=O)NC(=S)N1CCOCC1)(C2)C3	8	-9	1	0.2	3	-2	-9	9	3	-11
CC(=O)N1CCc2cc(N=NC3=C(O)CCCC3=O)ccc21	-4	2	5	0.2	2	-3	3	5	-5	-7
COc1ccc2oc(=O)c(/C(C)=N/Nc3nc(-c4cc(C)ccc4C)cs3)cc2c1	-107	-18	-7	-4.8	-4	1	-8	1	7	11
O=C(NC(=S)Nc1ccc2c(c1)OCO2)c1ccccc1	-2	-1	-1	-1.1	-8	0	-3	7	-2	4
CCOC(=O)CSc1nnc(-c2ccccc2)o1	-2	-2	1	0.0	13	1	-4	-9	4	-2

All compounds of this part, repeating the preview:
SMILES	PLCg1 inh	ADAM10 inh	ASAP1 GAP inh	KLK7 zymogen act	DDE Tn6 FP inh	LEDGF integ inh	ADAM17 inh	ARFGAP1 inhibitor	DDE Tn7 FP inh	TDP2 absorb
CCN1C(=O)c2ccccc2S(=O)(=O)c2ccc(C(=O)NC(C)C)cc21	2	4	14	-0.6	-2	3	1	10	-2	-11
COc1ccc(C(=O)COc2ccc3c(C)cc(=O)oc3c2)cc1	-38	-142	-1	-2.0	-2	-2	-66	2	8	-20
CCOC(=O)c1ccccc1NC1OC(=O)c2ccccc21 (configuration not stated)	-2	8	-7	0.0	1	2	-7	4	5	5
CC(C)=CCn1c2ccc(NC(=O)NCc3ccc(F)cc3)cc2c(=O)n1C	-421	i	1	18*	-2	-3	i	-9	3	4
Cc1ccc(NC(=O)COc2ccccc2CNC(C)(C)CC(C)(C)C)cc1	2	1	-2	-0.6	-6	0	-1	9	1	-10
O=C(CNC(=O)C12CC3CC(CC(C3)C1)C2)OCc1cc(=O)n2cc(Br)ccc2n1	-1	-2	-10	0.0	1	1	1	-6	4	15
O=C1C=C(c2cc3ccccc3s2)C[C@@H](c2ccc(F)cc2)C1	-1	0	2	-0.5	-6	-1	-2	-2	-4	9
Cc1ccc(O)c(N=Cc2cccs2)c1	-6	2	4	0.0	3	1	1	-13	11	-4
O=S(=O)(Nc1ccc(-c2cn3ccsc3n2)cc1)c1ccc2c(c1)OCCO2	1	-16	4	0.1	-8	2	1	-9	-2	10
CCOC(=O)CSc1nc(C2CC2)nc2ccccc12	-1	4	-1	0.3	2	-4	1	-2	0	-8

Complete entries from above. Values in the order: PLCg1 inh, ADAM10 inh, ASAP1 GAP inh, KLK7 zymogen act, DDE Tn6 FP inh, LEDGF integ inh, ADAM17 inh, ARFGAP1 inhibitor, DDE Tn7 FP inh, TDP2 absorb
`CCOC(=O)CSc1nc(C2CC2)nc2ccccc12` as listed: -1, 4, -1, 0.3, 2, -4, 1, -2, 0, -8
`Cc1ccc(NC(=O)COc2ccccc2CNC(C)(C)CC(C)(C)C)cc1` as listed: 2, 1, -2, -0.6, -6, 0, -1, 9, 1, -10

Carrying on.
SMILES	PLCg1 inh	ADAM10 inh	ASAP1 GAP inh	KLK7 zymogen act	DDE Tn6 FP inh	LEDGF integ inh	ADAM17 inh	ARFGAP1 inhibitor	DDE Tn7 FP inh	TDP2 absorb
COc1ccccc1Oc1ccc(N/C=C2/CCCC2=O)cc1	-5	0	-4	-0.6	0	-3	0	5	-2	-1
O=C(/C=C/c1ccccc1Cl)NCCc1ccc(F)cc1	-1	-2	-12	0.2	3	-2	0	3	6	-17
CC12CC3(C)CC(C)(C1)CC(C(=O)NC(=S)N1CCOCC1)(C2)C3	8	-9	1	0.2	3	-2	-9	9	3	-11
CC(=O)N1CCc2cc(N=NC3=C(O)CCCC3=O)ccc21	-4	2	5	0.2	2	-3	3	5	-5	-7
COc1ccc2oc(=O)c(/C(C)=N/Nc3nc(-c4cc(C)ccc4C)cs3)cc2c1	-107	-18	-7	-4.8	-4	1	-8	1	7	11
O=C(NC(=S)Nc1ccc2c(c1)OCO2)c1ccccc1	-2	-1	-1	-1.1	-8	0	-3	7	-2	4
CCOC(=O)CSc1nnc(-c2ccccc2)o1	-2	-2	1	0.0	13	1	-4	-9	4	-2
Oc1c(Br)cc(Br)cc1/C=N/n1c(-c2ccccc2)n[nH]c1=S	-8	-4	1	-1.4	-6	-5	-6	-17	1	7
O=C(Nc1ccc(F)cc1)c1nc[nH]c1C(=O)Nc1ccc([N+](=O)[O-])cc1	3	7	0	-0.5	0	2	1	1	3	1
CC(OC(=O)c1ccc([N+](=O)[O-])s1)C(=O)Nc1ncc(Cl)cc1Cl (configuration not stated)	4	4	6	-0.3	4	0	0	4	0	-4
CSc1ccc(C(=O)/C=C/c2ccc(N)cc2)cc1	-5	10	0	-0.3	-3	2	6	13	0	10
O=C(O)CCc1ccc(-c2cccs2)n1CC1CCCO1 (configuration not stated)	-104	-405	0	4.7	-8	-5	-102	10	-4	-4
CCOc1ccc(N(CC)C(=O)CCS(=O)(=O)c2cccc3nonc23)cc1	0	4	-2	-0.4	5	0	1	-4	-9	-7
COc1ccccc1CC1(C)C(=O)Nc2c(Cl)cccc21 (configuration not stated)	5	-6	5	0.1	-1	-2	-7	-8	-3	7
O=C1c2ccccc2-c2nc3ccccc3n21	-4&0	6&3	-7&-1	0.6&-0.2	4&-2	2&-1	-2&5	-3&4	-5&-9	13&-9
Cc1ccccc1NC(=O)c1cc(S(=O)(=O)N2CCOCC2)ccc1F	3	5	-10	-0.1	-3	1	-4	11	1	-15
O=C(CSc1nnc2n(C3CCCC3)c(=O)c3ccccc3n12)N1CCCCCC1	-5	3	9	0.4	-2	-1	-1	10	2	1
COCCCn1c(SCC(=O)NC2CCCC2)nnc1-c1ccccc1	-1	8	2	-0.5	11	2	-2	2	4	11
COCCNc1nc(Nc2ccccc2Cl)c2sccc2n1	-11	-37	-3	-0.3	6	0	-8	-7	7	-6
CCCN(C)C[C@H]1Oc2cc(C#Cc3ccc(F)cc3)ccc2S(=O)(=O)N([C@H](C)CO)C[C@@H]1C	-5	-2	-2	0.4	-14	-5	2	-1	0	-5
COc1ccccc1CNC(=O)c1cc(C2CC2)nc2c1cnn2C(C)C	-14	-33	4	-0.4	7	2	-9	2	-9	9
C=CCN1C(=NC(=O)COc2ccc(Cl)cc2)SC2CS(=O)(=O)CC21 (configuration not stated)	4	1	6	-0.8	1	0	2	1	3	-11
CCOC(=O)N1CCN(S(=O)(=O)N2CCCC(C(=O)NCc3ccc(OC)cc3)C2)CC1 (configuration not stated)	3	5	7	-0.3	0	4	3	-23	3	-6
Cc1ccc(CN2CCC(CNC(=O)c3ccc(NC(=O)C4=CSCCO4)cc3)CC2)cc1	-22	2	5	-0.5	5	3	3	4	-2	-13
COc1ccc(NC(=O)CCN2C(=O)NC3(CCCC3)C2=O)cc1Cl	2	-7	-17	0.6	2	-1	-4	-8	-5	6
COc1ccc(CNC(=O)COC(=O)c2ccc3ccccc3n2)cc1	-10	-23	2	-0.7	-5	-2	-6	11	-3	-17
CC1=C(C(=O)OCCCCCl)C(c2cc3c(cc2Br)OCO3)NC(=O)N1 (configuration not stated)	5	2	-6	0.3	-3	3	1	-2	4	11
CCOC(=O)CSc1ccc2nnc(-c3ccccc3)n2n1	-105	-96	-4	1.2	-2	-1	-19	15	1	-8
CN1CCN(C(=O)C(C(=O)c2ccc(F)cc2)n2ccccc2=O)CC1 (configuration not stated)	1	-2	12	-0.3	2	3	-3	6	0	-3
Cc1nc(CC(=O)Nc2nc(C(C)(C)C)cs2)cs1	2	-8	8	-0.5	2	1	-4	1	-5	-4

Compounds as they come (roughly 4.2% active in at least one column).
